SARS 3CLpro inh = SARS-CoV 3CLpro protease inhibition. P0C6X7. recombinant SARS-CoV 3CLpro, quenched FRET peptide cleavage. inhibition, % at 6 µM. 290,000 compounds, 0.14% hits; in the data active means inhibition above about 12%
Vc quorum ag = inducers of Vibrio cholerae quorum light production without autoinducers; 350,000 compounds, 0.16% hits; activation, % at 18.7 µM; V. cholerae BH1578 lux reporter, luminescence, 6 h; in the data active means activation mostly above about 9.7%, no sharp cut-off; further: not every result past the cut was called active; inactives centre near 0; reference of the scale not given here
Mtb FBA inh = inhibitors of M. tuberculosis fructose-bisphosphate aldolase; P9WQA3; purified M. tuberculosis FBA, fluorescence read-out; inhibition, % at 1 µM; 360,000 compounds, 2.3% hits; AID 588726; in the data active means inhibition above about 27%;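 further: 0% = vehicle and 100% = reference inhibitor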
Target sequence (P9WQA3 whole entry, looked up): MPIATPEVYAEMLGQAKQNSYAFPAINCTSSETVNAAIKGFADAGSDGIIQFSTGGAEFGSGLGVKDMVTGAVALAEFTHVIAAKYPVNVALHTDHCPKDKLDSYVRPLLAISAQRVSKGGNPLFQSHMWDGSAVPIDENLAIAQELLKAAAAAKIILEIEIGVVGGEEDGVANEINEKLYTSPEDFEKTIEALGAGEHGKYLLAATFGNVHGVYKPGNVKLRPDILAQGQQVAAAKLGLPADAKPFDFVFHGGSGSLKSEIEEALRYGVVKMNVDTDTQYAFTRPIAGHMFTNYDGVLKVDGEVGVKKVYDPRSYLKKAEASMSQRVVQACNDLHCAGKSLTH
PriA SSB inh = blocks PriA binding to SSB C-terminal tail; AlphaScreen SSBct-PriA binding, biotinylated peptide; inhibition, % at 33 µM; 430,000 compounds, 0.6% hits; AID 1272365; in the data active means inhibition mostly above about 37%, no sharp cut-off; inactive means mostly below about 20%;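 further: plate controls were negative control peptide for no effect and reference peptide for full effect; strong numbers were not always called active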
Mtb UGM inh = blocks M. tuberculosis UGM enzyme | AID 504406 | purified UGM, fluorescence polarization probe displacement | inhibition, % at 10 µM | P9WIQ1 | 320,000 compounds, 0.06% hits; in the data active means inhibition above about 10%, passing the limit was not always enough
MazF activator = increases E. coli MazEF RNase cleavage of RNA; FAM/BHQ RNA-DNA oligo cleavage fluorescence, 5 h; activation, % at 20 µM; P0AE70; AID 504720; 350,000 compounds, 0.32% hits; in the data active means activation above about 50%
Target sequence (P0AE70 whole entry, looked up): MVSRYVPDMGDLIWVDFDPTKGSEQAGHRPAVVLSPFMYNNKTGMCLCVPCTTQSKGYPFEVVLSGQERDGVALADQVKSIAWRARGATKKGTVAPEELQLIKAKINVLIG
BioA inh = BioA (M. tuberculosis) enzyme inhibition; purified M. tuberculosis BioA enzyme, plate reader; inhibition, % at 9.99 µM; 360,000 compounds, 0.096% hits; in the data active means inhibition above about 40%
Rv3671c protease = inhibitors of M. tuberculosis serine protease Rv3671c; P9WHR9; inhibition, % at 5.96 µM; 320,000 compounds, 0.048% hits; AID 2606; in the data active means inhibition above about 38%;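 further: extracellular domain of Rv3671c used as enzyme; 0% = enzyme with DMSO and 100% = no enzyme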
Target sequence (P9WHR9 whole entry, looked up, the tested form may be a part): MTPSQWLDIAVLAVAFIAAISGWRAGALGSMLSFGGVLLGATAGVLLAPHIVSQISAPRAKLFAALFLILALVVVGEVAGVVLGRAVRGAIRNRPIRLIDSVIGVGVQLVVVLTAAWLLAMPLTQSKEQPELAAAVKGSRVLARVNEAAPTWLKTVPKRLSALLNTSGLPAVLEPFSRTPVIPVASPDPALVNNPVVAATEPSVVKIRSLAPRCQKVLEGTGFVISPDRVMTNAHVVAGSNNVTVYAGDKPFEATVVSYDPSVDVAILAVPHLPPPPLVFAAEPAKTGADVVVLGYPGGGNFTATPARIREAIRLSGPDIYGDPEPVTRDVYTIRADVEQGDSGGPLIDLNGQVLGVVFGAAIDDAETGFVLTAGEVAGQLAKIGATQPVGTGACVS
GDH-TPI counter = inhibits GDH-TPI coupling enzymes, artifact for Mtb FBA screen; inhibition, % at 4.8 µM; AID 588335; 360,000 compounds, 1.2% hits; GDH-TPI coupled enzyme counterscreen, NADH absorbance; in the data active means inhibition above about 30%;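 further: 0% = DMSO wells and 100% = wells lacking the enzyme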
DUSP3 inh = inhibitors of human VHR1 phosphatase (DUSP3) | recombinant VHR phosphatase, pNPP absorbance | inhibition, % at 13.3 µM | P51452 | 290,000 compounds, 0.52% hits; in the data active means inhibition above about 50%; further: some compounds called inactive have numbers as strong as hits
Target sequence (P51452 whole entry, looked up): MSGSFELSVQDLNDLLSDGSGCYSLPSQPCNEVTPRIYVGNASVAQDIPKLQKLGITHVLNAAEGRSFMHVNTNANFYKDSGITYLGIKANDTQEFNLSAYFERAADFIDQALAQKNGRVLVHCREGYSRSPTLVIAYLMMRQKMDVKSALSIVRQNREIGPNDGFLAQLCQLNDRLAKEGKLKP
Starred values were filed as active, the others as inactive; i = inactive; / = not tested or not shown; & = joins results of further samples. Not all compounds are listed; count on the stated rates, not on these rows.

SMILES	SARS 3CLpro inh	Vc quorum ag	Mtb FBA inh	PriA SSB inh	Mtb UGM inh	MazF activator	BioA inh	Rv3671c protease	GDH-TPI counter	DUSP3 inh
CC(C)C(=O)Nc1nnc(SCc2cccc(F)c2)s1	2	i	-2	-16&-21	-2.0	6	/	0	-15	19
Cc1ccnc(N2CCCC(C(=O)Nc3cccc(C)c3C)C2)n1 (centres undefined)	-4	i	2	-12	2.0	9	-2.5	1	-8	13
CN(Cc1ccon1)Cc1cn(C)nc1-c1ccc2c(c1)OCCO2	0	-0.5	10	-6	-2.2	12	/	-4	-5	24
COCC(C)n1c(C)cc(C(=O)COc2ccc(N(C)S(=O)(=O)c3ccc(NC(C)=O)cc3)cc2)c1C (centres undefined)	/	-1.0	-3	8	/	9	0.5	/	1	/
CCOC(=O)C1=C(COC(=O)COc2ccccc2C(C)C)NC(=O)NC1C (centres undefined)	/	-0.9	4	-3	/	-2	-0.7	/	-2	/
C=CCOC(=O)C1=C(C)NC(=O)NC1c1cc2c(cc1Br)OCO2 (centres undefined)	4	i	-5	-2	1.4	0	-3.7	-8	-8	1
Cc1ccc(N2C(=O)CC(Sc3ncccc3C(=O)O)C2=O)cc1 (centres undefined)	1	i	-2	-10	-0.3	-1	/	6	8	13
CNC(=O)COC(=O)c1ccc(NC(=O)CC#N)cc1	-2	-6.2	2	1	-4.2	0	5.4	3	7	10
CCOc1ccccc1NC(=O)/C(C#N)=C/c1cccnc1	-2	0.8	2	-2	-3.2	-1	0.2	/	3	14
CC1(C)CC(=O)C2=C(C1)N(Cc1ccco1)C(=O)C2(NC(=O)c1cccnc1)C(F)(F)F (centres undefined)	5	1.9	0	2	-0.1	9	-0.4	-3	-10	14
CCn1c(CNC(=O)COC)nc2ccccc21	2	-0.3	2	-8	1.0	4	-5.7	2	9	-2
COc1cccc(NC(=O)CN2CCN(C(=O)c3ccco3)CC2)c1	-4	-0.2	1	-3	0.2	-8	-0.6	0	1	10
CC(C)OCCCNC(=O)c1cc(S(=O)(=O)N2CCCCC2)c[nH]1	-8	-0.2	0	-10	3.4	5	-0.4	-2	1	10
Cc1cc(C)c(C(N)=O)c(Nc2ccc3c(c2)OCCO3)n1	2	0.6	3	-4	-1.0	11	-1.2	10	7	13
O=C(CN1C(=O)NC2(CCCCCC2)C1=O)NCc1cccs1	0	-0.4	0	8	-1.7	-1	2.6	-5	8	-4
O=C(c1ccc([N+](=O)[O-])cc1)N1CCC(n2nnc3cc(F)ccc32)CC1	-2	i	-2	-21	-1.7	5	/	-1	6	30
Cc1ccc(OCc2nnc(SCC(=O)c3ccccc3)n2-c2ccccc2)cc1	6	-0.2	7	1	-2.8	-7	-0.5	-18	10	4
CCN1C[C@@H]2[C@@H]3C(=O)N(C)C(=O)[C@@H]3[C@](Cc3ccccc3)(C1=O)N2C(=O)c1ccc(F)cc1	/	i	4	-21	/	2	-2.0	/	11	/
O=C1OC/C(=C(/O)c2ccc(Cl)cc2)C1=O	-3	-0.5	0	/	-1.6	-8	-2.1	-8	23	-13
CCCOc1ccc(C(=O)CCC(=O)OCC(=O)Nc2ccc(OCC)cc2)cc1	-1	/	/	/	0.2	/	/	-7	/	7
COc1ccc(OC)c(C(C)NC(=O)Nc2ccccc2)c1 (centres undefined)	2	i	2	-7	1.7	10	2.7	2	-4	8
CC(C)=CCC/C(C)=C/C(N)=O	0	-0.6	4	-3	1.5	7	0.9	/	2	13
CCOC(=O)Cn1nc(/C=C/c2ccc(OC)cc2)ccc1=O	0	i	-4	-2	0.3	7	2.5	3	21	/
COc1cc(C(=O)N(Cc2cc3cc(C)ccc3[nH]c2=O)CC2CCCO2)cc(OC)c1OC (centres undefined)	0	i	1	-3	0.8	6	-0.4	6	5	-4
Cc1ccc(C)c(NC(=O)CSc2nnc(CNC(=O)c3cccs3)o2)c1	-1	i	2	-16	0.4	-2	/	-3	-2	6
CCOC(=O)C1CCN(C(=O)C2(NC(=O)NC3CCCCC3)CCCCC2)CC1	0	2.9	5	9	3.1	-5	-1.8	0	2	0
Cc1ccc(C)c(CNS(=O)(=O)c2c(C)[nH]c(C)c2C(=O)N2CCCCC2)c1	-1	-2.0	-6	2	-1.9	6	0.1	1	-3	9
O=S(=O)(c1ccc(-c2nnc(SCc3ccccc3)o2)cc1)N1CCCC1	-1	i	3	-9	-2.6	-43	0.2	0	0	22
C/C=C(/C)C(=O)O[C@@H]1c2c(ccc3ccc(=O)oc23)O[C@@H]1C(C)(C)OC(=O)/C(C)=C\C	-2	-5.0	11	-3	0.3	1	0.9	-19	7	-3
CCOC(=O)c1cc2c(s1)-c1ccccc1CC2	3	-0.5	49*	-89	1.7	-1	0.0	1	19	-1
COc1ccc(C(=O)NNC(=O)C(Cc2ccc(O)cc2)NC(=O)c2ccccc2NC(=O)c2ccc(OC)cc2)cc1 (centres undefined)	-2	-0.4	-8	4	3.7	22	0.0	-105	-3	10
O=C(CCc1c[nH]c2ccccc12)NC1CC1	-6	1.4	-2	-14	0.0	2	-1.5	6	5	24
COCCN(Cc1cc2ccccc2[nH]c1=O)C(=O)c1ccccc1OC	5	-0.6	0	-29	0.6	5	-0.9	3	8	-1
CCc1nnc(NC(=O)CSc2nnc(-c3cc4ccccc4cc3O)n2CC)s1	0	/	2	5	4.6	4	1.0	-9	-4	32
Cc1ccc(/C=N/N(C)S(=O)(=O)c2ccc(C)cc2)cc1	-1	i	0	/	0.0	1	0.1	-7	3	40
Cc1ccc(OCc2nnc(SCc3cc(=O)[nH]c4ccccc34)o2)cc1	0	-0.3	1	-3	-1.5	38	/	-4	13	4
Cc1ccc(N2C(=O)N(C(C)C)C(C)(C)CC2(C)O)cc1 (centres undefined)	5	-5.3	0	-11	1.1	0	-3.0	3	10	16
Cc1cc(C)cc(N2C(=O)C=CC2=O)c1	/	i	1	-6	/	1	0.6	/	4	/
C[C@@H]1CN(C(=O)c2nc3ccc(Cl)cn3c2CNCC[C@@H]2C[C@@H]3C=C[C@H]2C3)C[C@H](C)O1	1	-0.5	2	6	-3.8	-12	-2.9	-5	4	13
Brc1ccccc1/C=N/Nc1nc2ccccc2o1	-2	-0.7	1	/	1.7	-30	-1.5	2	10	-35
Cc1nc(NC(=O)/C=C/c2ccco2)sc1C	1	-0.4	0	-11	2.9	10	/	-9	32*	2
CCOC(=O)c1cc(-c2ccccc2)n[nH]1	-1	-0.5	-4	-9	-3.7	-3	/	-9	2	17
Cc1cc(C)cc(-n2ncc3c2CCCC3NC(=O)CN2CCCC2=O)c1 (centres undefined)	0	-0.4	3	-13	-0.4	-21	-0.2	3	0	-17
COc1cccc(CNC(=O)C2=Cc3cccc(OC)c3OC2)c1	-4	-0.3	-3	9	-1.9	-4	-2.9	1	7	24
Cc1csc(NC(=S)NC(=O)c2ccccc2)n1	1	-0.2	-2	-1	-0.7	11	-0.2	1	6	14
Cc1ccc(C(=O)NC2CCN(S(=O)(=O)c3ccc(F)cc3)CC2)cc1	0	-0.4	0	-3	1.4	-7	0.2	1	15	-2
CCCCCOCC(O)CCC(=O)NN (centres undefined)	4	i	1	-11	1.2	3	2.8	0	8	22
CCOC(=O)C1CCN(C(=O)c2cccnc2Oc2ccccc2)CC1	0	-0.3	1	3	0.5	11	-1.0	9	-1	-8
COc1ccc(NC(=O)CSc2nc3ccccc3c(=O)n2CCC(=O)N2CCCCC2)cc1	-9	-3.0	0	1	-0.1	2	0.4	-5	12	19
COc1cc(C(=O)Oc2ccccc2/C=N/NC(=O)c2ccc(C)c(Cl)c2)cc(OC)c1OC	3	-0.1	0	/	-0.1	-7	/	-9	-1	30
O=[N+]([O-])c1ccc(C2Nc3cccc4cccc(c34)N2)cc1	-2	-0.3	-1	13	3.2	-3	/	-11	9	17
COCCn1c(-c2cccc([N+](=O)[O-])c2)nc2c1c(=O)[nH]c(=O)n2Cc1ccccc1	4	-1.4	0	12	-0.3	7	/	-13	-6	-4
C=CCc1cc(C=O)cc(OC)c1OCc1c(Cl)cccc1Cl	3	-3.8	-1	-17	0.7	-10	-1.9	-7	13	1
COc1ccc(CN2CCNC(=O)C2CC(=O)N(C)C2CCOCC2)cc1OC (centres undefined)	/	-0.4	0	/	/	-10	0.0	/	2	/
Cc1ccc(N2C(N)=NC(N)=NC23CCCC3)c(C)c1	-2	i	1	-16	1.4	8	0.7	1	2	0
O=C(CN1CC(c2ccccc2)CC1=O)NCc1ccc(F)cc1 (centres undefined)	2	-0.2	4	-7	-1.6	-1	1.7	6	15	8
c1ccc(N2CCN(Cc3nc4ccccc4[nH]3)CC2)nc1	-2	-0.2	1	-5	4.3	1	2.8	-2	-10	41
COc1cc(F)ccc1-c1cc(C(=O)Nc2cc(OC)c(OC)c(OC)c2)[nH]n1	/	-0.4	1	/	/	/	0.1	/	10	/
C=CCOc1ccc(/C=C2\SC(=S)N(C(C(=O)O)c3ccccc3)C2=O)cc1 (centres undefined)	-1	0.1	-2	3	/	1	/	/	10	17
Cc1cc(C(=O)Cn2nc(C(=O)O)c3ccccc3c2=O)c(C)n1-c1ccccc1	-2	i	-4	14	0.0	-22	-1.1	-15	4	-10

A portion from further up, for reference:
SMILES	SARS 3CLpro inh	Vc quorum ag	Mtb FBA inh	PriA SSB inh	Mtb UGM inh	MazF activator	BioA inh	Rv3671c protease	GDH-TPI counter	DUSP3 inh
O=C(CN1CC(c2ccccc2)CC1=O)NCc1ccc(F)cc1 (centres undefined)	2	-0.2	4	-7	-1.6	-1	1.7	6	15	8
c1ccc(N2CCN(Cc3nc4ccccc4[nH]3)CC2)nc1	-2	-0.2	1	-5	4.3	1	2.8	-2	-10	41
COc1cc(F)ccc1-c1cc(C(=O)Nc2cc(OC)c(OC)c(OC)c2)[nH]n1	/	-0.4	1	/	/	/	0.1	/	10	/
C=CCOc1ccc(/C=C2\SC(=S)N(C(C(=O)O)c3ccccc3)C2=O)cc1 (centres undefined)	-1	0.1	-2	3	/	1	/	/	10	17
Cc1cc(C(=O)Cn2nc(C(=O)O)c3ccccc3c2=O)c(C)n1-c1ccccc1	-2	i	-4	14	0.0	-22	-1.1	-15	4	-10

New compounds follow:
SMILES	SARS 3CLpro inh	Vc quorum ag	Mtb FBA inh	PriA SSB inh	Mtb UGM inh	MazF activator	BioA inh	Rv3671c protease	GDH-TPI counter	DUSP3 inh
COc1ccc(-c2nnc(SCC#N)o2)cc1	1	i	2	2	1.9	0	0.6	3	-4	-1
Cc1ccc(S(=O)(=O)NCCNc2ccc([N+](=O)[O-])cc2C(F)(F)F)cc1	6	/	4	11	0.9	3	1.8	-18	14	-18
CC(C)CN(CC(C)C)C(=O)Nc1cccc([N+](=O)[O-])c1	6	-0.3	-7	0	-1.4	6	/	-4	-1	4
Cc1ccc(C(=O)NNC(=O)C(C)Oc2ccccc2F)cc1S(=O)(=O)N1CCOCC1 (centres undefined)	/	-0.7	6	-5	2.3	2	0.0	2	7	/
Cc1ccc(N(C(=O)CCC(=O)Nc2ccccn2)C(C(=O)NC(C)C)c2ccc(F)cc2)cc1 (centres undefined)	7	-0.5	-8	-1	0.0	-13	-1.3	-6	-15	18
Cc1ccc(C)c(NC(=S)NC(NC(=O)Cc2ccccc2)C(Cl)(Cl)Cl)c1 (centres undefined)	-1	i	10	3	-1.2	-6	-2.4	-14	6	6
CCc1ccc(-c2nc(NC(=S)NC(=O)c3cccs3)sc2C)cc1	-2	i	2	7	-3.5	1	/	-9	2	31
O=C(O)c1ccc(NC(=O)c2ccccc2NC(=O)c2cccc(F)c2)cc1	4	-0.3	-1	-13	-1.3	1	0.5	-1	-4	4
CCOc1ccc(CCNC(=O)c2ccc(OCc3c(C)noc3C)cc2)cc1OCC	/	i	4	7	2.0	3	/	-2	1	/

Molecules from the list above that contain bromine (2):
SMILES	SARS 3CLpro inh	Vc quorum ag	Mtb FBA inh	PriA SSB inh	Mtb UGM inh	MazF activator	BioA inh	Rv3671c protease	GDH-TPI counter	DUSP3 inh
C=CCOC(=O)C1=C(C)NC(=O)NC1c1cc2c(cc1Br)OCO2 (centres undefined)	4	i	-5	-2	1.4	0	-3.7	-8	-8	1
Brc1ccccc1/C=N/Nc1nc2ccccc2o1	-2	-0.7	1	/	1.7	-30	-1.5	2	10	-35
